OX1R antag-1 – OX1R (human) antagonism; inhibition, % at 6.6 µM; OX1R-expressing cells, FRET antagonist read-out; AID 485270; 330,000 compounds, 1.8% hits; O43613; in the data active = inhibition mostly above about 38%, no sharp cut-off; inactive = mostly below about 40%;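 also: 0% = agonist challenge alone and 100% = reference antagonist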
Target sequence (O43613 whole entry, looked up): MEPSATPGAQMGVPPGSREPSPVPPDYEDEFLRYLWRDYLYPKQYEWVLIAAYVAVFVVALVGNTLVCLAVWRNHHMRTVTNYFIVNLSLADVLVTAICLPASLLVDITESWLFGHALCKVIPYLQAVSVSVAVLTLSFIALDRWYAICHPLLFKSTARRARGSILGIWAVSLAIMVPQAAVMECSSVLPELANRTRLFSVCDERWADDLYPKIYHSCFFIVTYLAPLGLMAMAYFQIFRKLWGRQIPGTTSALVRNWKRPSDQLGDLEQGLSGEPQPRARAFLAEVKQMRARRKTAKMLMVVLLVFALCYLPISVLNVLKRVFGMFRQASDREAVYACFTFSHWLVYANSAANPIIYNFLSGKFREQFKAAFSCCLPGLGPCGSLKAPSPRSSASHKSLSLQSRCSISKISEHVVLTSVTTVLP
OX1R antag-2 – antagonists of human orexin 1 receptor; CHO/OX1R cells, Fluo-8 calcium fluorescence, orexin A; inhibition, % at 5 µM; 330,000 compounds, 0.43% hits; AID 434989;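 active = inhibition above its plate's threshold, mean inhibition of all tested compounds on the plate plus 3 SD, cut at about 37% in these data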;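 also: 0% = orexin A challenge wells and 100% = SB-334867-A antagonist wells; not every result past the cut was called active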
Active calls of the source: *; & = joins results of further samples.

SMILES	OX1R antag-1	OX1R antag-2
Cc1ccc(F)cc1NC(=O)CN1C(=O)NC(C)(c2ccc3c(c2)OCCO3)C1=O (configuration not stated)	2	3
CC(=O)N(C)c1cccc([N+](=O)[O-])c1	8	-9
CCCN(CC(=O)Nc1ccccc1OC)C(=O)CC1CCCC1	1	-24
Cc1ccc(-n2c(N)cc(=O)nc2SCC(=O)NC2CCCCC2)cc1C	1	-14
C[C@@H](C(=O)NCCCCCC(=O)O)n1nnc2ccccc2c1=O	5	5
CCOC(=O)C1CCN(C(=O)CCS(=O)(=O)c2ccc3c(c2)CC(C)N3C(=O)CC)CC1 (configuration not stated)	11	-14
COc1ccc(Nc2nc(-c3cccs3)cs2)cc1	6	-1
Cc1ccc(C(=O)N/C(=C\c2ccco2)C(=O)NCCCn2ccnc2)cc1C	9	-8
COc1ccc2[nH]c3c(c2c1)CCN1C(=O)C(CC(=O)NCc2ccc(OC)c(OC)c2)C[C@H](C(=O)N2CCOCC2)[C@@]31CCC1CCCC1 (some centres not stated)	9	-12
C=CCNC(=O)c1ccc2nc(-c3ccccc3)c(-c3ccccc3)nc2c1	22	-8
CCN(CC)CCn1c2c(c(SCC(=O)Nc3nc(C)cs3)nc1=O)CCCC2	13	-34
COc1cc(NC(=O)CSc2nnnn2-c2ccccc2)cc(OC)c1OC	20	-25
CCOC(=O)c1ccc(N2C(=O)CC(SCC(N)C(=O)OCC)C2=O)cc1 (configuration not stated)	21	-11
O=C(/C=C/c1ccc(O)c(O)c1)O[C@@H]1C[C@](O)(C(=O)O)C[C@@H](O)[C@H]1O	22&15	-5&2
CN(c1ccccc1)S(=O)(=O)c1ccc(NC(=O)C2CC2)cc1	20	17
Nn1c(SCC(=O)N2CCN(S(=O)(=O)c3ccc(Cl)cc3)CC2)nnc1-c1cccs1	22	-36
COc1ccc(OC)c(S(=O)(=O)N2CCC(C(=O)NCc3ccncc3)CC2)c1	-2	-3
CCOC(=O)Nc1cc2c(C)cc(=O)oc2cc1C	12	-11
NC(=S)N=Nc1c(O)n(CC(=O)Nc2ccccc2)c2ccccc12	15	-7
O=C(N/N=C/c1ccc2c(c1)OCO2)c1ccc(Cl)cc1Cl	6	0
Cc1nc(-c2ccccn2)nc(N2CCOCC2)c1Cl	12	-24
CN(C)S(=O)(=O)c1ccc(C(=O)OCn2nnc3ccccc3c2=O)cc1	0	-7
CC1CCCN(C(=O)C(=O)c2cn(CC(=O)N3CCCCCC3)c3ccccc23)C1 (configuration not stated)	35	-31
CCc1ccc(C(=O)OCC(=O)NCCNC(=O)COC(=O)c2ccc(CC)cc2)cc1	-2	-23
CC(=O)Nc1ccc(CN2CCN(CCc3ccccc3)C(CCO)C2)cc1 (configuration not stated)	20	-1
SMILES	OX1R antag-1	OX1R antag-2
COc1ccc(NC(=O)C(C)NS(=O)(=O)c2ccc(NC(C)=O)cc2)cc1Cl (configuration not stated)	37	-11
CCCCCCCc1ccc(C2NC(=S)NC3=C2C(=O)c2ccccc23)cc1 (configuration not stated)	18	-5
COc1cccc(NC(=O)Nc2ccc(CC(=O)O)cc2)c1	13	-13
Cc1cc(C)cc(NC(=O)CS(=O)(=O)c2cccc3nsnc23)c1	36	-11
COc1cc(NC(=O)c2cccc3c2C(=O)N(Cc2cccnc2)C3)cc(OC)c1OC	19	-19
O=C(Nc1cccc(S(=O)(=O)N2CCCCC2)c1)c1ccc2c(=O)n3c(nc2c1)CCCCC3	20	-20
CCOc1ccc(S(=O)(=O)NCCC(=O)NCC(c2ccc(OC)cc2)N2CCCCC2)cc1 (configuration not stated)	8	-32
Cc1cccc(OC(=O)c2cccnc2)c1C	4	-7
CC(=O)Nc1ccc(S(=O)(=O)NNC(=O)COc2cc(C)ccc2C(C)C)cc1	52	-6
CN(Cc1ccccc1)C(=O)CN1CCN(C(c2ccccc2)c2ccccc2)CC1	10	-36
CSc1ccc(S(=O)(=O)Nc2ccccc2C(=O)N2CCOCC2)cc1	11	4
Cc1ccc(NC(=O)CCC(=O)NNC(=O)COc2cccc3ccccc23)c(C)c1	9	-23
COc1ccc(NC(=O)/C(C#N)=C\c2ccc(Br)o2)cc1	24	0
Cc1ccccc1SCC(=O)OCC(=O)N1CC(=O)Nc2ccccc21	0	3
O=C(N/N=C/c1ccccn1)c1cc(C2CC2)nc2ccccc12	27	-25
CNC(=O)Nc1ccccc1F	20	-10
NC(=S)NNc1cc(Cl)cc(Cl)c1	3	2
Clc1ccc(-c2csc(-c3cccnc3)n2)s1	25	-20
Cc1ccc(C)c(N2CCN(C(=O)CCCn3ncn4c(cc5occc54)c3=O)CC2)c1	9	-36
OCc1cn(-c2ccccc2)nc1-c1ccc2c(c1)OCCO2	20	-8
COc1cccc(C(=O)Nc2ncc3c(n2)CC(C)CC3=O)c1 (configuration not stated)	6	-10
COc1ccc(N(CC(=O)N/N=C/c2cccnc2)S(=O)(=O)c2ccccc2)c(OC)c1	21	-31
Cc1ccc(/C(O)=C2/C(=O)C(=O)N(CC(=O)O)C2c2ccc([N+](=O)[O-])cc2)cc1 (configuration not stated)	13	2
CCn1cnc2c(oc3ccccc32)c1=O	-1	-17
CC(C)(C)C(=O)NC(=C(Cl)Cl)P(=O)(O)O	15	-18
SMILES	OX1R antag-1	OX1R antag-2
COc1cc(C(F)(F)F)nc2c(Br)c(C(C)(C)C)nn12	11	-9
CCN1CCN(C(=O)C2CCN(S(=O)(=O)c3cccc4cccnc34)CC2)CC1	7	-4
Cn1c(Cc2ccccc2)nnc1SCC(=O)NCCc1ccccc1	19	-32
CC1(C(=O)Nc2cccc3ccccc23)CC1(Br)Br (configuration not stated)	19	-33
COc1ccccc1CNC(=O)COC(=O)COc1ccccc1Cc1ccccc1	6	-20
C#CCCc1ccccc1/C=[N+](/C)[O-]	11	-9
O=C(c1cnn2c(C(F)(F)F)cc(-c3ccco3)nc12)N1CCc2ccccc2C1	3	-18
CCCC(=O)Nc1ccc2c(c1)c1ccccc1n2CC	16	0
CCc1ccc(NC(=S)N2CCCCCCC2)cc1	7	-6
CSCCC(NC(=O)c1ccco1)C(=O)NCC(C)(C)N1CCOCC1 (configuration not stated)	1	-6
N#Cc1ccc(/C=C/C(=O)c2cccnc2)cc1	13	-11
CCn1cc(CN2CCC(n3nccc3NC(=O)CCOc3ccccc3)CC2)c(C)n1	18	-1
CCOc1ccc(CN(C)CC(=O)Nc2cc(OC)c([N+](=O)[O-])cc2C)cc1	12	-11
CCC(C)[C@H]1CNC(=S)N1CCC12CC3CC(CC(C3)C1)C2 (some centres not stated)	4	-34
Cc1cccc(C(=O)OCC(=O)c2cccc(Br)c2)c1O	-7	-4
N#Cc1cc2c(nc1SCc1ccncc1)CCC2	9	-5
CCOc1ccc(C2C(C#N)=C(N)SC(N)=C2C#N)cc1OCC	26	-21
NC(=O)NO	13	-10
COC(=O)CC(NC(=O)c1ccco1)c1ccc(C(C)C)cc1 (configuration not stated)	27	-10
Cc1ccc2c(CN3CCC(C(N)=O)CC3)cc(=O)oc2c1C	13	-4
CCCN1CCN(C(=O)CN2C(=O)COc3ccc(S(=O)(=O)N(CC)CC)cc32)CC1	9	-5
Cc1ccc(NC(=O)C2C3C=CC4(O3)C2C(=O)N(CCCN2CCCC2)C4C(=O)NC2CCCCC2)cc1Cl (configuration not stated)	7	0
Cc1ccccc1N1CCN(C2CCCN(C(=O)c3cc(CC(C)C)nn3C)C2)CC1 (configuration not stated)	10	-40
CCC(Cc1ccccc1)NC(=O)c1cc(S(=O)(=O)N2CCCCC2)c[nH]1 (configuration not stated)	13	-14
CSCC[C@H](NC(=O)[C@@H]1Cc2ccccc2CN1)C(=O)NC1CCCC1	11	-27
SMILES	OX1R antag-1	OX1R antag-2
COC(=O)[C@]1(Cc2ccccc2)N[C@H](CN(C)S(=O)(=O)c2ccc(-c3ccccc3)cc2)[C@@H]2C(=O)N(Cc3ccccc3)C(=O)[C@@H]21	-5	-35
O=C(c1cccc(S(=O)(=O)N2CCN(c3ccccc3)CC2)c1)N1CCN(c2ccccc2O)CC1	18	-9
Cn1ncc(Br)c1NC(=O)Nc1ccccc1	4	-12
COc1ccccc1-c1cc(C(F)(F)F)nc(N2CCOCC2)n1	9	-13
CCOC(=O)C[C@H]1c2cc(F)ccc2S(=O)(=O)N1C(C)(C)C	11	-22
O=C(NCc1ccccc1)C1(CC2CC(c3ccccc3)=NO2)CCNCC1 (configuration not stated)	5	-9
Cc1ccc(C)c(NC(=S)NCc2ccc3[nH]c4c(c3c2)CCCC4)c1	0	-24
O=C(NCc1ccccn1)c1cccc([N+](=O)[O-])c1	15	1
Cc1nnc(SCC(=O)Nc2cccc(C(F)(F)F)c2)[nH]c1=O	5	-20
CCOC(=O)NC(=O)CSc1ccc(S(=O)(=O)N(C)C2CCCCC2)cn1	5	-10
COc1ccc2c(n1)Sc1nc3ccccc3nc1N2	30	35
Cc1ccc2c(c1)N(CC(=O)NCCCN1CCCCC1)C(=O)CO2	14	4
CCOC(=O)CCc1c(C)c2ccc(OCC)c(C)c2oc1=O	9	-17
CCOC(=O)c1cc(-c2ccccc2)nn1Cc1cc(C)no1	16	-15
Cc1nc(N2CCN(c3ccccn3)CC2)c2c(C)c(C(=O)Nc3ccc(Cl)cc3)sc2n1	6	-13
CC(=O)Oc1ccc(N2C(=O)C3C4C=CC(C5CC45)C3C2=O)cc1[N+](=O)[O-] (configuration not stated)	17	-12
Cc1ccc(OCCSc2ncnc3sc(C)c(C)c23)cc1C	2	-10
CC(=O)c1cccc(NC(=O)CCNC(=O)c2ccccc2Cl)c1	6	-2
O=[N+]([O-])c1cn(-c2nc(-c3ccco3)cc(C(F)(F)F)n2)cn1	12	-5
CCOC(=O)c1c(C)[nH]c(C)c1S(=O)(=O)NCc1ccc(OCC)cc1	16	-24
CC1CCCCC1NC(=O)NC(=O)COC(=O)C1=NN(c2ccccc2)C(=O)CC1 (configuration not stated)	5	-23
CCCCn1c(N)c(N(CCOC)C(=O)c2ccc(S(=O)(=O)N3CCC(C)CC3)cc2)c(=O)[nH]c1=O	6	-14
Cc1cn(C(=O)C(C)N2C(=O)c3ccccc3C2=O)c(C)n1 (configuration not stated)	9	1
Cc1cccc(-c2noc(Cc3ccc(Cl)cc3)n2)c1	6	-12
O=C(CNC1=NCCC1)c1ccc2c(c1)OCCO2	37	-3

Profiles from above. Order of values: OX1R antag-1	OX1R antag-2
`C#CCCc1ccccc1/C=[N+](/C)[O-]` is entered as 11	-9
`CCOC(=O)c1c(C)[nH]c(C)c1S(=O)(=O)NCc1ccc(OCC)cc1` is entered as 16	-24
`CSCC[C@H](NC(=O)[C@@H]1Cc2ccccc2CN1)C(=O)NC1CCCC1` is entered as 11	-27
`Cc1ccc(NC(=O)CCC(=O)NNC(=O)COc2cccc3ccccc23)c(C)c1` is entered as 9	-23
`O=C(c1cccc(S(=O)(=O)N2CCN(c3ccccc3)CC2)c1)N1CCN(c2ccccc2O)CC1` is entered as 18	-9

Arranged by the number under OX1R antag-1 (high to low): some entries from above.
SMILES	OX1R antag-1	OX1R antag-2
O=C(c1cccc(S(=O)(=O)N2CCN(c3ccccc3)CC2)c1)N1CCN(c2ccccc2O)CC1	18	-9
CC(=O)Oc1ccc(N2C(=O)C3C4C=CC(C5CC45)C3C2=O)cc1[N+](=O)[O-] (configuration not stated)	17	-12
CCOC(=O)C[C@H]1c2cc(F)ccc2S(=O)(=O)N1C(C)(C)C	11	-22
CC(=O)c1cccc(NC(=O)CCNC(=O)c2ccccc2Cl)c1	6	-2
CC1CCCCC1NC(=O)NC(=O)COC(=O)C1=NN(c2ccccc2)C(=O)CC1 (configuration not stated)	5	-23
Cn1ncc(Br)c1NC(=O)Nc1ccccc1	4	-12

Following part
SMILES	OX1R antag-1	OX1R antag-2
CCC(=O)Nc1ccc(NC(=O)c2cc3ccccc3o2)c(OC)c1	29	-20
C/C(CC(=O)Nc1ccc(Cl)c(C(F)(F)F)c1)=N\NC(N)=S	13	-13
COc1cccc(NC(=S)NC(=O)c2cncc(Br)c2)c1	7	-28
Cc1cc(C)cc(NC(=O)N2CCCCCCC2)c1	21	-13
NC1=NC(=O)CC(C(=O)NCc2ccccc2)S1 (configuration not stated)	11	6
O=C(NCCc1c[nH]c2ccccc12)/C(=C/c1ccco1)NC(=O)c1ccco1	16	-14
O=C(c1cc(Cl)nc2ccccc12)N1CCN(Cc2ccc3c(c2)OCO3)CC1	4	-15
O=C(Nc1ccccc1)C1=C[C@H](c2coc3ccccc3c2=O)C[C@H](OCCCCO)O1	27	-16
COc1ccc(Oc2cc(C)nc(Cl)n2)nn1	4	-6
CCc1cccc(CC)c1NC(=O)NC1CCCCC1	15	-11
CC(=O)Oc1ccc(/C=C/c2nc3ccccc3c(=O)o2)cc1	5	-7
CCn1c2ccccc2c2cc(NC(=O)CSc3nnc(-c4ccccc4OC)n3N)ccc21	56*	-10
COc1cc(/C=C(\NC(C)=O)C(=O)Nc2ccccc2C)ccc1OC(C)=O	27	-6
O=C(CSc1nc2ccccc2c(=O)n1NC(=O)Cc1ccccc1)NCc1ccccc1Cl	53*	9
CCN(Cc1cccc(F)c1)C(=O)c1ccc2ccccc2n1	35	-5
Cc1ccc(OCCCCNC2CCCCC2)c(C)c1	6	-7
O=C(Cn1c(=O)n(Cc2ccccc2)c(=O)c2cc(Cl)ccc21)NCC1CCCO1 (configuration not stated)	9	-34
COCCNc1ccc(S(=O)(=O)N2CCCC2)cc1[N+](=O)[O-]	36	-20
Cc1ccccc1-n1c(SCC(=O)c2c(N)n(C3CC3)c(=O)[nH]c2=O)nnc1N1CCOCC1	5	-1
Cc1ccc(S(=O)(=O)CCC(=O)OCC(=O)NCCc2ccc(F)cc2)cc1	27	-11
N#Cc1ccc(OCC(=O)N2CCCC2=O)cc1	12	1
O=C(C[C@H]1C(=O)N(Cc2ccccc2)C[C@@H]1Cc1ccccc1)Nc1ccccc1	50	-24
C[C@@H]1CN([C@H](C)CO)C(=O)Cc2cc(NC(=O)Cn3cnnn3)ccc2O[C@@H]1CN(C)Cc1ccc(Cl)c(Cl)c1	8	-7
CCC(=O)OCCn1c(Br)nc2c1c(=O)[nH]c(=O)n2C	24	-22
CCC(CO)Nc1nc2ccc(Cl)cc2c2ccccc12 (configuration not stated)	7	-26
COc1ccc(C(=O)Nc2ccc(N3CCCCCC3)cc2)cc1S(=O)(=O)N1CCOCC1	14	-2
